Bioassay records from PubChem BioAssay.
TDP1 cell noCPT = qHTS for Inhibitors of human tyrosyl-DNA phosphodiesterase 1 (TDP1): qHTS in cells in absence of CPT. AID 686978, 2013. DT40 Tdp1-/- hTDP1 cells, no CPT, ATP luminescence, 48 h. Potency, µM (series often up to 46.2 µM), without a hit: at the highest dose activity change, negative = growth inhibition, actives largely listed as inhibitors. actives 15% (n = 420,000); note: nearly all actives have a fitted effect of over 55% in size
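Readout: luminescence from CellTiter-Glo after 30 min in the dark at RT. Cells: DT40 Tdp1-/- with stable hTDP1, 400/well. Exposure: compounds alone, ≥48 hr, 37 °C.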
TDP1 cell CPT = qHTS for Inhibitors of human tyrosyl-DNA phosphodiesterase 1 (TDP1): qHTS in cells in presence of CPT; Potency, µM (series often up to 46.2 µM), for the others: at the highest dose activity change, negative = growth inhibition, actives largely listed as inhibitors; actives 12% (n = 420,000); chicken DT40 Tdp1-/-;hTDP1 cells + 20 nM CPT, ATP luminescence, 48 h; note: nearly all actives have a fitted effect of over 55% in size
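Chicken DT40 Tdp1-/- cells stably complemented with human TDP1 were seeded at 400 cells/well in medium containing 20 nM camptothecin, exposed to pin-transferred compounds, and grown at 37 °C for at least 48 hr. Viability was read as ATP luminescence.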
TDP1 block = qHTS Assay for Inhibitors of Tyrosyl-DNA Phosphodiesterase (TDP1); AID 485290, 2010; Potency, µM (top dose mostly 130 µM), for inactives: top-dose activity change, negative = inhibition, usual class: inhibitors; actives 0.28% (n = 350,000); recombinant TDP1, AlphaScreen DNA substrate cleavage; note: nearly all actives have a fitted effect of over 40% in size
Target sequence (Q9NUW8 whole entry, looked up): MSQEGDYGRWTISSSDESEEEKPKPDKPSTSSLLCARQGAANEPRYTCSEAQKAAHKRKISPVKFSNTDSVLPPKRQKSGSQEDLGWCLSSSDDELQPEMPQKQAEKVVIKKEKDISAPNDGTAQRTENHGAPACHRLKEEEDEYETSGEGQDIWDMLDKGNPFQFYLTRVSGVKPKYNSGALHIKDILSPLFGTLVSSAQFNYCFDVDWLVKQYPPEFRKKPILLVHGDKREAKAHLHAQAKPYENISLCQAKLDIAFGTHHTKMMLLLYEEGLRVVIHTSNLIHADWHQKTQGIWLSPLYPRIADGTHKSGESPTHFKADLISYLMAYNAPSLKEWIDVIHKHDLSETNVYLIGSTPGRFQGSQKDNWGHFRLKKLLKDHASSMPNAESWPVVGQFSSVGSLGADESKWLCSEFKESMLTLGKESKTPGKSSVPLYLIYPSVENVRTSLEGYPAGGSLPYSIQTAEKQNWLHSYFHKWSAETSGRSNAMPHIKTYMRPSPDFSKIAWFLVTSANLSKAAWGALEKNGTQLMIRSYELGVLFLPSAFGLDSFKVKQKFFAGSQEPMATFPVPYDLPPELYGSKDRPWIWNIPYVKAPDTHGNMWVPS
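Enzyme-compound mixtures sat 15 min at room temperature, followed by a 5 min reaction with 15 nM final substrate and 10 min with AlphaScreen beads. Recombinant human Tdp1 was used at 1 nM final.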
An asterisk follows results filed as active; ? = inconclusive; / = not tested or not shown; & = joins results of further samples; [ ] = dose if it differs, or a comment. Calls come from the whole dose curve; as a rule, active = well fitted curve in the direction sought with a large enough effect; inconclusive = small, poorly fitted or top-dose-only effect, or another doubt; inactive = no such curve, though single readings can be large; an effect the other way counts as inactive or inconclusive. % is set by controls: 0 for no effect and ±100 for the full control effect; potency is the fitted concentration of half-maximal effect.

The opening 16 records, to show the layout:
SMILES | TDP1 cell noCPT | TDP1 cell CPT | TDP1 block
O=C(NN1C(=O)C2C(C1=O)C1C=CC2C12CC2)c1ccncc1 (stereo not given) | -4.9% | 10.0% | -3.1%
COc1ccsc1NC(=O)OCc1ccc(Cl)cc1 | -6.6% | 7.7% | /
COc1ccccc1CNC(=O)c1cnn2c(C(F)F)cc(C)nc12 | ? | ? | 1.1%
CN(CC(=O)Nc1ccccc1Cl)C(=O)c1ccc(N2CCCCCC2)c([N+](=O)[O-])c1 | 18.4µM* | 23.1µM* | 7.7%
O=C(Nc1ccc(N2CCOCC2)cc1N1CCOCC1)c1cccs1 | ? | -27.3% | 8.6%
COC(=O)[C@H](Cc1ccccc1)NC(=O)Cn1ccc(NC(=O)OCc2ccccc2)nc1=O | ? | ? | 0.3%
CCn1cc(CN2CCC(C(=O)Nc3cccc(-c4cscn4)c3)CC2)cn1 | -7.9% | -4.4% | 6.0%[56.1 µM]
CN(C)S(=O)(=O)c1cccc(C(=O)Nc2cc(S(=O)(=O)N3CCOCC3)ccc2N2CCCC2)c1 | -26.9% | ? | /
O=S(=O)(Nc1c(F)cccc1F)c1ccc2c(c1)OCCO2 | -1.6% | 10.1% | -8.9%&3.2%
COCCNC(=O)C1CC(c2cccc(F)c2)=NO1 (stereo not given) | -11.6% | 12.7% | 1.2%
CCS(=O)(=O)N1CCCC(C(=O)NC2CCCC2)C1 (stereo not given) | 0.3% | -0.8% | 5.9%
CC(C)c1ccc(/C=N/n2cnnc2)cc1 | -21.4% | 2.0% | 3.6%
COc1cccc(-c2nn(Cc3ccccc3)cc2CO)c1 | -32.3% | 0.2% | 6.3%
O=C(COc1ccccc1)N1CCN(S(=O)(=O)c2ccc(Br)cc2)CC1 | -28.8% | 0.1% | 3.3%
O=C(O)CCN1C(=O)C2CCCCC2C1=O (stereo not given) | -13.7% | -6.3% | -1.8%
CCc1nc2sc3c(O)cc(=O)[nH]c3c2cc1C | 11.6µM* | ? | -5.4%

This part in full, repeating the preview:
SMILES | TDP1 cell noCPT | TDP1 cell CPT | TDP1 block
O=C(NN1C(=O)C2C(C1=O)C1C=CC2C12CC2)c1ccncc1 (stereo not given) | -4.9% | 10.0% | -3.1%
COc1ccsc1NC(=O)OCc1ccc(Cl)cc1 | -6.6% | 7.7% | /
COc1ccccc1CNC(=O)c1cnn2c(C(F)F)cc(C)nc12 | ? | ? | 1.1%
CN(CC(=O)Nc1ccccc1Cl)C(=O)c1ccc(N2CCCCCC2)c([N+](=O)[O-])c1 | 18.4µM* | 23.1µM* | 7.7%
O=C(Nc1ccc(N2CCOCC2)cc1N1CCOCC1)c1cccs1 | ? | -27.3% | 8.6%
COC(=O)[C@H](Cc1ccccc1)NC(=O)Cn1ccc(NC(=O)OCc2ccccc2)nc1=O | ? | ? | 0.3%
CCn1cc(CN2CCC(C(=O)Nc3cccc(-c4cscn4)c3)CC2)cn1 | -7.9% | -4.4% | 6.0%[56.1 µM]
CN(C)S(=O)(=O)c1cccc(C(=O)Nc2cc(S(=O)(=O)N3CCOCC3)ccc2N2CCCC2)c1 | -26.9% | ? | /
O=S(=O)(Nc1c(F)cccc1F)c1ccc2c(c1)OCCO2 | -1.6% | 10.1% | -8.9%&3.2%
COCCNC(=O)C1CC(c2cccc(F)c2)=NO1 (stereo not given) | -11.6% | 12.7% | 1.2%
CCS(=O)(=O)N1CCCC(C(=O)NC2CCCC2)C1 (stereo not given) | 0.3% | -0.8% | 5.9%
CC(C)c1ccc(/C=N/n2cnnc2)cc1 | -21.4% | 2.0% | 3.6%
COc1cccc(-c2nn(Cc3ccccc3)cc2CO)c1 | -32.3% | 0.2% | 6.3%
O=C(COc1ccccc1)N1CCN(S(=O)(=O)c2ccc(Br)cc2)CC1 | -28.8% | 0.1% | 3.3%
O=C(O)CCN1C(=O)C2CCCCC2C1=O (stereo not given) | -13.7% | -6.3% | -1.8%
CCc1nc2sc3c(O)cc(=O)[nH]c3c2cc1C | 11.6µM* | ? | -5.4%
O=C(CCc1ccccc1)NNC(=O)Nc1ccc(F)c(Cl)c1 | -15.4% | -0.2% | 1.4%[56.1 µM]
CCc1cc(=S)n2c([nH]c3ccccc32)c1C#N | 23.1µM* | 16.4µM* | 2.7%
CCN1C(=O)/C(=C\N(C)C)S/C1=N\S(=O)(=O)c1ccccc1 | -8.3% | 0.5% | 7.5%
CCN1/C(=C\C=C2\C(=O)N(C)C(=S)N2C)Sc2ccccc21 | ? | -4.8% | 0.0%
CCOc1ccc(C(=O)Nc2cc(NC(=O)c3ccc(OCC)c(Cl)c3)cc(C(=O)O)c2)cc1Cl | -16.8% | 2.06µM* | /
COc1ncc2nc(-c3cn(C)c4ccccc34)c(=O)n(C)c2n1 | 2.9% | 0.3% | /
COc1cc(C2CC(=O)c3c(O)cc(O)cc3O2)ccc1O (stereo not given) | ? | -21.7% | 5.1%
COc1ccc(-c2[nH]c(-c3ccc(C)cc3)nc2SCC(=O)NCC2CCCO2)cc1 (stereo not given) | ? | ? | 5.0%
C[C@H](CO)N1C[C@H](C)[C@@H](CN(C)C(=O)Nc2ccccc2)Oc2ncc(C#CC3CCCCC3)cc2C1=O | ? | -21.1% | /
CCOC(=O)c1nnc2c(-c3ccc(F)cc3)c(C)nn2c1N | 2.1% | 6.3% | 8.4%
Cn1cccc1C(=O)N1CCC2(CCN(C(=O)Nc3ccccc3)CC2)CC1 | ? | ? | /
CCOc1ccc(S(=O)(=O)NC2CC2)cc1C(N)=O | -21.6% | 3.6% | 2.7%
CCn1c(-c2ccccc2F)nc2cc(C(=O)NCC3CCOCC3)cc(NC(C)=O)c21 | -21.5% | 23.1%[9.04 µM] | /
C=CCn1c(SCC(=O)c2ccc(O)c(O)c2)nnc1-c1cccc(OC)c1 | 14.6µM* | 14.6µM* | -0.6%
Cc1c(NC(=O)COC(=O)/C=C/c2cccc(Br)c2)c(=O)n(-c2ccccc2)n1C | 12.4% | -25.3% | 0.5%[56.1 µM]
CC(=O)NC1=NN(C(C)=O)C(C)(CC(=O)OC(C)(C)C)S1 (stereo not given) | -17.3% | -4.1% | 4.8%
O=C(CCC(=O)OCC(=O)c1ccc(Br)cc1)Nc1cccc2cccnc12 | -3.4% | -5.2% | 2.9%
COC(=O)c1ccc(N2CCN(CCNC(=O)Nc3ccc(OC)cc3)CC2)cc1 | -12.3% | -20.1% | /
CC(=O)c1ccc(OCC(O)CN2CCOCC2)cc1 (stereo not given) | -16.8% | -6.2% | 1.2%
Nc1ncc([N+](=O)[O-])cc1Br | -1.9% | -1.3% | 3.7%
COc1ccc(/C=C(\CC(=O)O)c2nc3ccccc3s2)cc1O | 0.0% | 5.3% | -7.4%
COCCOC(=O)c1c(NC(=O)CNCc2ccco2)sc(C(N)=O)c1C | -27.0% | ? | /
Cc1ccc2c(CC(=O)NC3=NCCS3)coc2c1 | -6.8% | -0.9% | 2.4%
CC(=O)c1cn(CC(=O)NCc2cccnc2)c2ccccc12 | ? | -17.4% | 4.4%
O=C(NCc1ccccn1)C(=O)N/N=C/c1ccccc1O | 23.1µM* | ? | /
Cc1ccc(S(=O)(=O)N2CCCCC2)cc1NC(=O)Cc1cccs1 | 3.3% | -29.0% | -1.4%
CC(=O)N/C(=C\c1ccc(C)cc1)C(=O)O | -19.9% | -11.9% | 1.2%
COCCSc1nnc(NC(=O)Cc2ccc(OC)cc2)s1 | -15.5% | ? | -7.4%
c1ccc(N2CCN(C3CCSC3)CC2)cc1 (stereo not given) | ? | -23.8% | -3.1%
COC(C(=O)NNS(=O)(=O)c1ccccc1[N+](=O)[O-])c1ccccc1 (stereo not given) | -0.7% | -11.6% | 3.0%
O=C(CSc1nnc(NC(=O)c2ccco2)s1)Nc1ccccc1 | ? | -9.0% | 0.0%
O=C(O)c1cc(-c2c[nH]c3ccccc23)nc2ccc3ccccc3c12 | -1.8% | 11.1% | 0.0%
O=C1/C(=C/c2ccncc2)SC(=S)N1C1CCCCC1 | ? | -12.5% | 0.6%
Cc1cccc(Nc2nc(N3CCOCC3)nc(N3CCOCC3)n2)c1 | ? | 9.2µM* | 3.8%
CCCC1(CCC)NC(=O)N(CC(=O)N2CCN(C(=O)c3ccco3)CC2)C1=O | 0.5% | -0.8% | 0.0%
O=C(NCc1ccccc1C(F)(F)F)C1CC(c2cc(C(F)(F)F)cc(C(F)(F)F)c2)=NO1 (stereo not given) | -28.3% | ? | -2.4%
Nc1nc(SCC(=O)NCC2CCCO2)n[nH]1 (stereo not given) | 1.1% | -10.4% | 0.0%
CCOC(=O)c1[nH]c2ccc(OC)cc2c1NC(=O)c1ccc(OC)c(OC)c1 | ? | -24.4% | 1.3%
CCCN(CC(=O)Nc1ccccc1Br)CC(=O)Nc1ccc(F)c(F)c1F | ? | ? | 0.6%
CCCC(=O)N(CCN1CCOCC1)c1nc2ccc(OCC)cc2s1 | -20.0% | -19.4% | 4.7%
O=S(=O)(Cc1ccccc1)N1CCN(C/C=C/c2ccccc2)CC1 | -18.8% | -0.2% | 2.3%
CCOc1ccc(S(=O)(=O)Nc2cccc(C(=O)N3CC(C)OC(C)C3)c2)cc1 (stereo not given) | -1.3% | -23.3% | -0.9%
COc1ccc(-c2nc3cccc(C)n3c2NCC2CCCO2)cc1O (stereo not given) | ? | ? | 3.7%
COc1ccc(S(=O)(=O)Nc2ccc3c(c2)C(=O)N([C@H](C)CO)C[C@H](C)[C@@H](CN(C)C(=O)Nc2ccccc2)O3)cc1 | -6.4% | -1.2% | 1.3%

Following part.
SMILES | TDP1 cell noCPT | TDP1 cell CPT | TDP1 block
COC(=O)CC1C(C)(C)C(O)C2CC3=C4C=C(OC)OC(c5ccoc5)[C@]4(C)CCC3[C@@]1(C)C2=O (stereo not given in full) | -11.4% | -9.3% | 11.3%[56.1 µM]
COc1ccccc1N1CCN(C(=O)c2cn(Cc3ccccc3)nc2-c2cccnc2)CC1 | -15.4% | ? | -0.2%
C#Cc1cccc(C(=O)N2CCCC(C(=O)c3ccc(OC)cc3C)C2)c1 (stereo not given) | -27.3% | -23.4% | 1.8%
CCC(NC(=O)C1CCCO1)c1ccccc1 (stereo not given) | ? | -17.3% | 2.24µM*
CCC(Cc1ccccc1)NC(=O)c1cc(S(=O)(=O)N2CCCCC2)c[nH]1 (stereo not given) | ? | ? | /
CC(Sc1ccc(S(=O)(=O)N(C)C)cn1)C(=O)NC1CCCC1 (stereo not given) | 5.4% | -3.1% | 0.4%
O=C(CCNS(=O)(=O)c1ccccc1)NCC1CCCCC1 | -26.7% | -8.2% | -3.7%
O=C(c1cc(C2CC2)nn1-c1ccccc1)N1CCN(Cc2ccccc2)CC1 | ? | ? | /
CCOc1ccc(CN2C(=O)c3ccccc3C2=O)cc1C(=O)NC1CC(C)(C)NC(C)(C)C1 | 17.1% | -10.8% | -0.4%
O=C(COc1ccccc1)Nc1ccccc1Oc1ccccc1 | -16.5% | -2.4% | -5.5%
Cc1ccsc1/C=N/n1c(-c2ccncc2)n[nH]c1=S | -14.0% | ? | -5.9%
CC(C)NC(=O)C1(C)CCCN1Cc1ccccc1 (stereo not given) | ? | -29.7% | /
CC1=C(C(=O)N(C)C)CC(CC(=O)NCc2cccc3ccccc23)C(=O)N1Cc1ccc(F)cc1 (stereo not given) | ? | -6.8% | /
COc1ccc(-n2c(O)c(C=NCc3ccccn3)c3ccccc3c2=O)c(OC)c1 | -23.8% | ? | 3.9%
Cc1cc([N+](=O)[O-])c(C(C)(C)C)cc1N | -13.0% | ? | 1.0%
CCOc1ccc(NC(=O)CSc2n[nH]c(N)n2)c([N+](=O)[O-])c1 | -25.0% | -1.9% | 2.2%
Cc1ccc(-c2cc(C(F)(F)F)n3ncc(-c4ccc(Cl)cc4)c3n2)cc1 | 19.9% | 6.7% | /
CCCN1CNC(=S)N(c2cccc(C)c2C)C1 | 3.7% | 6.7% | 3.8%
Cn1c(-c2ccccc2)cc(=O)c2ccccc21 | -1.3% | -3.1% | -3.4%
